Screening data: PubChem, NMMLSC
CIT2 TOR yeast: modulators of TOR pathway CIT2-GFP in S. cerevisiae; GFP response vs DMSO, % at 10 µM; AID 2029; hit rate 0.065% among 320,000; S. cerevisiae CIT2-GFP strain, flow cytometry, 3 h; 100 means same as DMSO wells;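 active = GFP response relative to DMSO above a set limit, near the screen mean plus 3 SD, cut at about 150% in these data; inconclusive = Fewer than 70 cells measured for a yeast strain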;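 note: ratio of well median GFP fluorescence to mean of DMSO wells on the plate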
CR mimetic SO: yeast age-related superoxide inhibition as caloric restriction mimetic | S. cerevisiae aged cells, superoxide DHE fluorescence; active compounds read low | superoxide response (% of plate mean), % at 10 µM | hit rate 0.18% among 330,000;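 active = superoxide response under a set limit, about three screen SD below normal, cut at about 65% in these data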;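 note: yeast aged for seven days with compound at 30 °C before DHE staining; 100% = average MFI of all compound-treated wells on the plate with controls excluded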
MEP2 TOR yeast: modulators of TOR pathway MEP2-GFP in S. cerevisiae. S. cerevisiae MEP2-GFP strain, flow cytometry GFP, 3 h; 100% = DMSO control level. GFP response vs DMSO, % at 10 µM. hit rate 0.51% among 330,000;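 active = GFP response versus DMSO above a set limit, roughly screen mean plus 3 SD, cut at about 180% in these data; inconclusive = fewer than 70 cells counted for a yeast strain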;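 note: median GFP fluorescence of the barcode-gated MEP2-GFP cells per well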
AGP1 TOR yeast: modulators of TOR pathway AGP1-GFP in S. cerevisiae. S. cerevisiae AGP1-GFP multiplex flow cytometry, 3 h; GFP as percent of DMSO wells. hit rate 0.02% among 320,000. AID 2066. GFP response vs DMSO, % at 10 µM;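 active = GFP response relative to DMSO above a set limit, near screen average plus 3 SD, cut at about 150% in these data; inconclusive = fewer than 70 cells counted for the yeast strain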;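 note: median GFP channel fluorescence of the gated AGP1 strain per well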
VLA-4 inh: inhibition in a human VLA-4 binding assay; VLA-4 expressing cells, ligand binding flow cytometry; inhibition, % (about 7 µM as worked out from the volumes in the protocol); hit rate 0.2% among 330,000; AID 2557; in the data active = inhibition above about 50%
LAP4-GFP MLPCN: yeast TOR pathway LAP4-GFP modulation. S. cerevisiae LAP4-GFP multiplex, flow cytometry GFP, 3 h; median GFP as percent of DMSO wells. hit rate 0.34% among 320,000. GFP response vs DMSO, % at 10 µM;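 active = GFP response vs DMSO above a set limit, about the screen mean plus 3 SD, cut at about 150% in these data; inconclusive = under 70 cell events counted for the yeast strain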
GRK2 inh: human GRK2 inhibition via aptamer displacement; bead flow cytometry, FAM-aptamer displacement from GRK2; inhibition of aptamer binding, % at 10 µM; hit rate 0.59% among 330,000; AID 488847;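 active = inhibition of aptamer binding above 40%, roughly 3 SD of noise, on plates passing a quality check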;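 note: median bead fluorescence of bound FAM aptamer so fluorescent compounds give negative values; no value below 0 was filed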
Target sequence (P25098 whole entry, looked up): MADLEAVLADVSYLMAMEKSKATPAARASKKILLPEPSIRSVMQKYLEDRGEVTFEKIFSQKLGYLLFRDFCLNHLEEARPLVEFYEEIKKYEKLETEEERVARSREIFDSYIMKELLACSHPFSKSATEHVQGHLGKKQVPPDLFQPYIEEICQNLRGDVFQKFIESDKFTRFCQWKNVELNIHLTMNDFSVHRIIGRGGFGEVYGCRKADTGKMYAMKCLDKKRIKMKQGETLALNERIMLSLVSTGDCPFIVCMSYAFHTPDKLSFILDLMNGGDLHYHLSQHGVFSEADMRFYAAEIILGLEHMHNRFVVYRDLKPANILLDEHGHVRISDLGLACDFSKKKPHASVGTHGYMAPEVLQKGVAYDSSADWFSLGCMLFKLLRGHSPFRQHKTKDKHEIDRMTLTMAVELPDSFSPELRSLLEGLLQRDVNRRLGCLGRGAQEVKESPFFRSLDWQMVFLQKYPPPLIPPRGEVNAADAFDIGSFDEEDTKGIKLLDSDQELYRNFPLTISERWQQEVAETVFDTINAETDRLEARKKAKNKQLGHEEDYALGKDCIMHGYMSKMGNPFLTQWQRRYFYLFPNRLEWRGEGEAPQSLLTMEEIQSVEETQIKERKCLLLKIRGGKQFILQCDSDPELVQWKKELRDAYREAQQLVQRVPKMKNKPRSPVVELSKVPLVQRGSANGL
RPL19A-GFP yeast: alters RPL19A-GFP fluorescence in TOR pathway yeast screen | S. cerevisiae RPL19A-GFP strain, flow cytometry, 3 h; active compounds read low | percent response vs DMSO, % at 10 µM | hit rate 0.3% among 330,000;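 active = percent response vs DMSO below 50%; inconclusive = fewer than 70 events counted for the yeast strain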;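 note: median channel GFP fluorescence of the barcoded RPL19A-GFP strain; ratio of sample median GFP to plate DMSO average so 100% = DMSO; lower means less RPL19A-GFP as with rapamycin TOR inhibition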
* hit, by the source's call; u = inconclusive; x = not tested or not shown; [ ] = dose if it differs, or a comment.

structure	CIT2 TOR yeast	CR mimetic SO	MEP2 TOR yeast	AGP1 TOR yeast	VLA-4 inh	LAP4-GFP MLPCN	GRK2 inh	RPL19A-GFP yeast
COc1ccc(C(=O)NC(C)c2nnc(SCC(=O)NC3CCCCC3)n2C)cc1 (stereo not drawn)	107	91	106	101	2	98	9	106
Cc1nnc(NC(=O)CSc2ncnc3scc(-c4ccccc4)c23)s1	x	103	92	91	7	93	6	93
Cc1cc(C)n2nc(C(=O)NCc3ccccc3)nc2n1	95	94	103	106	0	99	1	103
CN(C1CCCCC1)S(=O)(=O)c1ccc(NC(=O)c2ccc(Br)o2)cc1	89	114	92	94	24	94	0	92
Cc1ccccc1NS(=O)(=O)c1ccc2[nH]cc(C(=O)NCCCN3CCOCC3)c(=O)c2c1	96	101	99	97	-3	94	0	100
Cc1cc(Cl)c2oc(C(=O)N3CCCCC3CCN3CCCC3=O)c(C)c2c1 (stereo not drawn)	91	105	100	98	7	102	32	97
Cc1ccc(-c2csc(NCCn3c(-c4ccncc4)nc4ccccc43)n2)cc1	71	95	84	81	-7	115	0	94
CN(Cc1c(F)cccc1Cl)C(=O)c1ccc(COc2ccccc2)cc1	96	71	96	98	9	101	0	101
Cc1nc(-c2ccccc2)cc(-c2ccccc2)n1	98	98	100	103	-3	112	3	105
Cc1ccc2nc(N(CCN(C)C)C(=O)/C=C/c3cccs3)sc2c1	100	90	95	106	0	102	0	111
COc1ccc(OCCCC(=O)NCC(C)C)cc1	99	97	83	x	1	87	5	97
COc1ccc(/C=C/C(=O)N[C@@H](C)C(=O)O)cc1	99	94	98	95	11	96	0	99
COc1ccc(CNC(=O)CSc2ccc(Br)cc2)cc1OC	99	101	101	100	3	96	1	101
c1ccc(C2CCCN(Cc3nc(CC4CC4)no3)CC2)cc1 (stereo not drawn)	x	103	98	105	8	96	0	103
CSCC(=O)N1CCc2ccc(NC(=O)c3ccccc3Cl)cc2C1	98	98	99	100	-4	101	0	101
CC(=O)Nc1ccc(C)c(NC(=S)Nc2ccc(F)cc2)c1	106	107	86	113	4	112	0	100
CC(=O)Oc1ccc(N2C(=O)C3C4C=CC(CO)(O4)C3C2=O)cc1 (stereo not drawn)	93	95	98	97	-7	130	2	x
O=C1CCCN1CCC1CCN(C(=O)Nc2ccccc2)CC1	121	82	116	114	7	104	4	113
Cc1cccc(C(=O)NC(=S)NC(C)c2ccccc2)c1 (stereo not drawn)	102	113	87	97	4	107	1	93
CCn1c(CCC(=O)Nc2nc3c(s2)CCCC3)nc2cc(S(=O)(=O)N(C)C)ccc21	u	89	250*[may fluoresce violet]	u	-4	75[may fluoresce violet]	2	37*[may fluoresce violet]

Reformatted with each value named: entries from further up.
> CN(C1CCCCC1)S(=O)(=O)c1ccc(NC(=O)c2ccc(Br)o2)cc1
  CIT2 TOR yeast = 89
  CR mimetic SO = 114
  MEP2 TOR yeast = 92
  AGP1 TOR yeast = 94
  VLA-4 inh = 24
  LAP4-GFP MLPCN = 94
  GRK2 inh = 0
  RPL19A-GFP yeast = 92

> COc1ccc(OCCCC(=O)NCC(C)C)cc1
  CIT2 TOR yeast = 99
  CR mimetic SO = 97
  MEP2 TOR yeast = 83
  AGP1 TOR yeast = x
  VLA-4 inh = 1
  LAP4-GFP MLPCN = 87
  GRK2 inh = 5
  RPL19A-GFP yeast = 97

(further entries)
structure	CIT2 TOR yeast	CR mimetic SO	MEP2 TOR yeast	AGP1 TOR yeast	VLA-4 inh	LAP4-GFP MLPCN	GRK2 inh	RPL19A-GFP yeast
Cc1ccc(CS(=O)Cc2ccc(C(=O)N3CCN(c4ccc(F)cc4)CC3)o2)cc1 (stereo not drawn)	98	90	107	93	25	92	0	97
O=C(NCC(=O)N1CCN(c2ccccc2O)CC1)C1CCCCC1	106	111	105	109	-1	105	2	108
O=C(OCC(=O)N1CCCc2ccccc21)c1cc(S(=O)(=O)N2CCOCC2)ccc1O	98	125	97	98	-9	94	0	96
CN(CC(=O)NCCc1ccc(S(N)(=O)=O)cc1)S(=O)(=O)/C=C/c1ccccc1	90	96	94	94	3	100	3	90
COCCn1c(Cc2ccccc2)nnc1SCC(=O)Nc1ccccc1	93	84	91	97	-1	96	0	97
Cc1ccccc1OCC(=O)Nc1ccccc1C(=O)NC1CC1	94	105	96	88	-15	95	1	92
CN(CC(=O)Nc1cccc(F)c1)C(=O)C1(c2ccccc2)CC1	92	108	92	96	2	93	0	91
O=C(Nc1ccc(F)cc1)c1ccc2c(=O)n(CC3CCCO3)c(=S)[nH]c2c1 (stereo not drawn)	103	98	105	100	2	93	0	107
COc1ccccc1N1CN(S(=O)(=O)c2ccc(C)cc2)c2nc3ccccc3nc21	102	110	100	98	-5	94	4	102
Cc1cc(C(=O)CSc2nnc(-c3ccco3)o2)c(C)n1Cc1ccco1	84	97	91	89	9	94	0	93
CCN(CC)S(=O)(=O)c1ccc(NC(=O)CCN2C(=O)C3CC=CCC3C2=O)cc1 (stereo not drawn)	104	79	100	108	9	102	0	103
Cc1ccccc1NP(=O)(c1ccccc1)c1nc2ccccc2s1 (stereo not drawn)	107	87	105	95	4	80	6	108
COc1cc2c(CCNC(C)=O)c[nH]c2cc1O	97	92	98	103	27	111	0	104
COc1cccc(C(=O)n2c(SC)nc3cc4c(cc32)OCCO4)c1	108	90	u	107	7	u	2	105
COc1cc(C2CC(c3ccccc3)=NN2c2ccccc2)ccc1OCC(=O)O (stereo not drawn)	82	105	100	93	10	117	2	99
Fc1cccc(-c2n[nH]c(=S)n2-c2ccccc2)c1	107	99	107	98	6	95	0	100
Cc1cc(Br)c(Cl)cc1NC(=O)CN1C(=O)C2C3CC(c4ccccc4)C(C3)C2C1=O (stereo not drawn)	103	109	106	98	5	98	4	101
Cc1cc(C)c2oc(C(=O)N(Cc3ccc(F)cc3)C3CCS(=O)(=O)C3)cc(=O)c2c1 (stereo not drawn)	100	85	98	105	-1	99	1	98
CC(=O)N1CCN(CC(=O)Nc2ccc(Cl)c(S(=O)(=O)N(C)C)c2)CC1	99	100	102	99	-30	98	1	99
CC1CSc2n(-c3cccc(C(F)(F)F)c3)cc(-c3ccccc3)[n+]21 (stereo not drawn)	91	93	90	97	9	96	1	95
COc1cc(C(C(=O)NC2CCCCC2)N(Cc2cccs2)C(=O)Cc2c[nH]c3ccccc23)cc(OC)c1OC (stereo not drawn)	94	108	94	97	10	91	0	96
CNC(=S)SCCOc1ccc(C)cc1	90	84	105	92	17	101	2	105
CCN(CC)S(=O)(=O)c1ccc(Cl)c(NC(=O)c2ccncc2)c1	x	96	101	100	15	94	1	96
N/C(=N\S(=O)(=O)c1cccs1)c1ccccc1	100	106	96	x	18	102	1	99
COc1cc(NC(=O)Cn2ccsc2=N)cc(OC)c1	100	83	97	96	-1	103	0	95
CC(=O)NC(NC(=S)N1CCCCCC1)C(Cl)(Cl)Cl (stereo not drawn)	99	98	101	107	1	96	0	105
CC(Sc1nncn1C)C(=O)Nc1nnc(-c2ccccc2)s1 (stereo not drawn)	96	103	101	94	-2	115	0	104
CC(C)(C)OC(=O)N1CSC[C@H]1C(=O)NC[C@H](CC(=O)O)c1ccc(Cl)cc1	116	104	128	102	-8	105	0	106
O=C(CN1C(=O)CC(c2ccco2)Sc2ccccc21)Nc1ccc2c(c1)OCCO2 (stereo not drawn)	96	91	99	101	5	96	0	99
NS(=O)(=O)c1ccc(N/C=C\C(=O)c2cccc3ccccc23)cc1	98	108	103	101	-6	101	3	105
CCCOc1ccc(-c2csc(N)n2)cc1[N+](=O)[O-]	103	109	106	91	-4	96	3	96
Cc1cccc(N2CCN(C3=NC(=O)C(=C4CCCCC4)S3)CC2)c1	94	113	102	99	4	116	2	100
Cc1c(C(=O)c2ccc(Cl)c([N+](=O)[O-])c2)c2ccccn2c1CCC#N	100	112	106	102	11	102	4	102
N#CC1=C(N)SC(N)=C(C#N)C1Cc1ccccc1	103	106	109	108	-81	104	4	99
CC(=O)Nc1ccc(NC(=O)Cn2nc([N+](=O)[O-])c(Br)c2C)cc1	99	95	96	96	-4	95	0	94
O=C(O)c1oc2ccccc2c1CSc1ccc(Cl)cc1	101	124	104	91	1	93	1	103
CCCc1cc(-c2n[nH]c(=S)n2C(C)c2ccccc2)cs1 (stereo not drawn)	98	94	100	105	5	108	5	x
Cc1ccccc1[C@@H](NC(=O)OC(C)(C)C)C(=O)OC(C)(C)C	98	89	105	110	22	121	0	106
COc1ccc(N2C(=O)CC(Sc3n[nH]c(-c4cccc(C)c4)n3)C2=O)cc1 (stereo not drawn)	107	100	99	115	8	147	2	108
NC(CSCc1ccccc1Cl)C(=O)O (stereo not drawn)	99	87	88	90	-13	87	2	93
COc1ccc(C(=O)NN2CCCCC2)cc1OC	93	105	102	101	-11	92	2	97
Cc1ccc(C(=O)N/C(=C/c2ccco2)C(=O)NCCCn2ccnc2)cc1	93	109	106	100	-1	99	1	102
CC(=O)c1cccc(NC(=S)N2CCN(CCN3C(=O)c4cccc5cccc(c45)C3=O)CC2)c1	80	101	127	107	-5	102	0	93
Cc1nn(Cc2ccccc2)c(C)c1/C=N/NC(=O)c1ccncc1	x	115	90	x	-1	x	0	101
COc1ccccc1NC(=S)N1CC(C)OC(C)C1 (stereo not drawn)	99	95	99	100	5	94	4	97
COc1ccc2cc(CN(CC3CCCO3)S(=O)(=O)c3ccccc3)c(=O)[nH]c2c1 (stereo not drawn)	105	107	103	104	4	104	3	95
Cc1ccc(OCCCCNC(C)(C)C)c([N+](=O)[O-])c1	108	87	108	113	-4	104	0	107
Cc1ccn2c(CNCC3COCCO3)c(C(=O)N3CCCCCC3)nc2c1 (stereo not drawn)	98	108	95	87	-12	74	1	102
O=C(C1CCN(Cc2nc(Cc3cccc(F)c3)no2)CC1)N1CCOCC1	113	96	178*	110	-1	132	1	102
COc1cc(/C=C(\C#N)C(=O)c2ccc(O)c(O)c2)cc(I)c1O	78	87	103	86	32	127	4	98
O=C(CSc1ncn[nH]1)Nc1ccc(Br)cc1F	77	95	79	80	3	76	0	80
CC(C)CC(=O)N1CCN(Cc2ccc(C(F)(F)F)cc2)CC1	105	108	104	104	3	87	3	107
Cc1cc(=O)[nH]c(SCc2nnnn2-c2ccc(Cl)cc2)n1	108	94	100	102	-7	101	1	105
Cc1nonc1C(=O)N/N=C/c1ccc([N+](=O)[O-])o1	91	115	109	72	-4	152*	0	95
CSc1ccccc1Sc1cc(C(=O)O)c2ccccc2n1	107	95	115	109	18	102	2	105
COc1ccc(S(=O)(=O)N(CC(=O)NCCSc2ccccn2)c2ccccc2)cc1	108	105	100	99	-11	95	0	103
COc1ccc(NC(=O)CSc2nnc(CN3CCOCC3)n2C)cc1Cl	101	93	92	91	3	71	3	93
C/C(=N\NC(=O)C1(C)CC1(Br)Br)c1ccc(NC(=O)c2ccc(C)o2)cc1 (stereo not drawn)	108	108	96	94	14	94	4	101
Cc1ccc(CN2CCN(C/C=C/c3ccc(F)cc3)CC2CCO)o1 (stereo not drawn)	98	110	106	106	16	107	2	102
Cc1c(C(O)CN2CCC(C(N)=O)CC2)c2ccccc2n1C (stereo not drawn)	u	105	133[may fluoresce violet]	68	-4	98[may fluoresce violet]	0	86
CCCC(=O)C1=C(O)C(C(=O)OC)C(C)(C)CC1=NC (stereo not drawn)	91	96	90	98	6	93	2	91
CC(C)(C)OC(=O)N1CCC(CC2CC(c3cccc(Br)c3)=NO2)(C(=O)NCC2CCCCC2)CC1 (stereo not drawn)	73	92	88	84	5	106	4	98
